AmpC detergent – qHTS Inhibitors of AmpC Beta-Lactamase (assay with detergent). hit rate 0.041% among 370,000. Potency, µM (highest dose often 114 µM), without a hit: top-dose activity change, negative = inhibition, actives largely listed as inhibitors. AmpC hydrolysis of nitrocefin, absorbance 480 nm, 0.01% Triton. P00811. AID 485294, 2010;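 further: potency means the concentration at half of the fitted maximal effect; 0% = no-compound wells and -100% = no-enzyme wells; nearly all actives have a fitted effect of over 25% in size; some results filed as inactive show a strong effect at the top dose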
Target sequence (P00811 whole entry, looked up): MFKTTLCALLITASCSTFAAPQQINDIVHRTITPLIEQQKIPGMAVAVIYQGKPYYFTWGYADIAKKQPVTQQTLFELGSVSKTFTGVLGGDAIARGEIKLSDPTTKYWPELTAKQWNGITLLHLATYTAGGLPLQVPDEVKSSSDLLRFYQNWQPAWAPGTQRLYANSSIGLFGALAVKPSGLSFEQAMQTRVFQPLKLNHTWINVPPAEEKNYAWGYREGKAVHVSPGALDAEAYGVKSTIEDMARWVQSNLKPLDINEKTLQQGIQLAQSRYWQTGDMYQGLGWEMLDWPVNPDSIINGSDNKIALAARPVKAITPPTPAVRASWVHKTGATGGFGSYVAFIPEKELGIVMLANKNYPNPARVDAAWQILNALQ
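20 mM phosphate pH 7.0 + 0.01% (detergent screen) or 0.0001% Triton X-100; 5.3 nM AmpC reagent; cpd preinc 15 min RT; nitrocefin (800 uM stock) to start; A480 q20 s × 4 min; Activity was normalised to no-enzyme and no-compound control wells.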
TbPYK inhibitor – qHTS of Trypanosoma Brucei Inhibitors. Potency, µM (series often up to 76.8 µM), inactives show at the top dose activity, negative = inhibition, actives largely listed as inhibitors. TbPYK enzyme, Kinase-Glo Plus ATP luminescence, 45 min. hit rate 0.12% among 410,000. pyruvate kinase (Trypanosoma brucei), Q57TT1; further: potency means the concentration at half of the fitted maximal effect; nearly all actives have a fitted effect of over 50% in size
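Screened from lowest to highest concentration, compounds were pinned into TbPYK/substrate mixtures, and ADP (130 uM final) was added. Plates sat at room temperature for 45 min prior to Kinase-Glo Plus detection by luminescence.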
HCMV inh – qHTS Assay for inhibitors of the human cytomegalovirus (HCMV); HFF cells, HCMV-luciferase reporter, 72 h; stronger effect = lower value; activity change, negative = inhibition, % at 57.5 µM; hit rate 4.5% among 410,000; AID 1259415, 2018; in the data active means activity change below about -60%; inconclusive means no clear call, values can overlap the other calls; inactive means above about -39%
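Two-dose cell screen: HFF monolayers treated with compounds and infected with luciferase-expressing HCMV at 1 PFU/cell, 72 h at 37C, then lysed for luciferase measurement.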
LmPK inh – qHTS Assay for Inhibitors of Leishmania Mexicana Pyruvate Kinase (LmPK); Q27686; purified LmPK, Kinase-Glo ATP luminescence, 1 h; Potency, µM (series often up to 57.5 µM), without a hit: top-dose activity change, negative = inhibition, most hits filed as inhibitors; hit rate 0.37% among 290,000; AID 1721, 2009; further: potency means the concentration at half of the fitted maximal effect
Target sequence (Q27686 whole entry, looked up): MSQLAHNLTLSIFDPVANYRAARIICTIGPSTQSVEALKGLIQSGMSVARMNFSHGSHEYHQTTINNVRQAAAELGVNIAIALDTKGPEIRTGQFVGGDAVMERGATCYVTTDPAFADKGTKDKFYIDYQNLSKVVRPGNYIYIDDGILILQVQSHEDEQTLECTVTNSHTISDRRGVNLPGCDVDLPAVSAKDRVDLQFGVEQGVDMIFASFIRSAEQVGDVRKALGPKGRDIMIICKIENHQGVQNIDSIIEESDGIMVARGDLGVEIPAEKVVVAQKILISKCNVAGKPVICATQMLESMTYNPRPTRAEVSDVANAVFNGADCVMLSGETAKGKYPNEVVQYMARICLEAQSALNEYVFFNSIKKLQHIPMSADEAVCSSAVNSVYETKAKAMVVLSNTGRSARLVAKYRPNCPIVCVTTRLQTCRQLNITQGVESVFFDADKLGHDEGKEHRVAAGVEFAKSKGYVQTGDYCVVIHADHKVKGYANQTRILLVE
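Pyruvate kinase activity monitored as ATP production (luciferase luminescence). Conditions: 0.1 nM enzyme, 0.5 mM PEP, 0.1 mM ADP, 1 h, RT; normalized against uninhibited and no-enzyme wells.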
Sm TGR block – qHTS Assay for the Inhibitors of Schistosoma Mansoni Peroxiredoxins; Schistosoma mansoni thioredoxin glutathione reductase (TGR), Q962Y6; purified TGR, DTNB reduction, TNB absorbance 405 nm; Potency, µM (series often up to 114 µM), without a hit: at the highest dose activity change, negative = inhibition, hits mostly inhibitors; hit rate 3% among 360,000; AID 485364, 2010; further: potency means the concentration at half of the fitted maximal effect; nearly all actives have a fitted effect of over 60% in size
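Kinetic colorimetric format: TGR-catalysed, NADPH-driven DTNB reduction monitored via TNB absorbance. Enzyme dispensed at 20 nM; compound exposure 15 min at room temperature before reaction start.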
AMA1-RON2 inh – qHTS for Inhibitors of AMA1-RON; Towards Development of Antimalarial Drug Lead: Primary Screen | Plasmodium falciparum AMA1 (3D7) - RON2 peptide interaction | AlphaScreen AMA1-biotinylated RON2 peptide binding | Potency, µM (series often up to 58.2 µM), for the others: at the top dose activity change, negative = inhibition, usual class: inhibitors | hit rate 0.2% among 360,000 | AID 720542, 2013;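 further: potency means the concentration at half of the fitted maximal effect; 0% = vehicle wells and -100% = peptide control; nearly all actives have a fitted effect of over 45% in size; some results filed as inactive show a strong effect at the top dose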
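AMA1 (3D7) with his tag at 25 nM final met compounds first, then biotinylated RON2 peptide at 25 nM; detection used donor plus acceptor beads, 10 µg/mL apiece, read by AlphaScreen after 30 min at room temperature.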
AmpC inh no detg – qHTS Inhibitors of AmpC Beta-Lactamase (assay without detergent); hit rate 0.52% among 330,000; AID 485341, 2010; P00811; Potency, µM (top dose mostly 57.1 µM), for inactives: at the top dose activity change, negative = inhibition, usual class: inhibitors; AmpC nitrocefin hydrolysis, absorbance 480 nm, 0.0001% Triton;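 further: potency means the concentration at half of the fitted maximal effect; plate controls were no compound for no effect and no enzyme for full effect; nearly all actives have a fitted effect of over 20% in size; some results filed as inactive show a strong effect at the top dose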
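20 mM phosphate pH 7.0 + 0.01% (detergent screen) or 0.0001% Triton X-100; 5.3 nM AmpC reagent; cpd preinc 15 min RT; nitrocefin (800 uM stock) to start; A480 q20 s × 4 min; Activity was normalised to no-enzyme and no-compound control wells.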
Active calls of the source: *; ? = inconclusive; . = not tested or not shown; [ ] = remark or other dose. Unless noted, the call rests on the fitted dose curve; in most records, active means well fitted curve in the direction sought with a large enough effect; inconclusive means small, poorly fitted or top-dose-only effect, or another doubt; inactive means no such curve, though single readings can be large; an effect the other way counts as inactive or inconclusive. Unless noted, on the % scale 0 is the no-effect control and ±100 the full control effect.

entry	Compound	AmpC detergent	TbPYK inhibitor	HCMV inh	LmPK inh	Sm TGR block	AMA1-RON2 inh	AmpC inh no detg
1	O=C(CNC(=O)c1ccccc1)NCC(=O)OCC(=O)c1ccc([N+](=O)[O-])cc1	-6%	9%	-33	7%	-26%	-6%	-14%
2	O=C(Cn1c(=O)[nH]c2ccsc2c1=O)N1CCN(c2ccc(F)cc2)CC1	-8%	-7%	46	0%	2%	-4%	-12%
3	O=C(CCC(=O)N1CCSc2ccccc21)Nc1ccc(Cl)cc1	20%	2%	-26	.	0%	.	.
4	CC(C)(C)c1ccc(C(=O)NCCC(=O)Nc2ccc3c(c2)OCCO3)cc1	0%	0%	4	.	-3%	-10%	-9%
5	Cc1nnc(SCC(=O)Nc2ccc(S(=O)(=O)N3CCCC3)cc2)n1N	-1%	-5%	41	3%	-3%	1%	-19%
6	CCOC(=O)C1=C(CC)Nc2ccccc2N=C1NC(=O)c1cccc(S(=O)(=O)N2CCOCC2)c1	?	-4%	4	.	2%	-3%	-2%
7	CC(C)S(=O)(=O)N1Cc2ccccc2-n2nncc2C1	.	2%	-8	.	.	6%	.
8	COc1ccc(N(CC(=O)Nc2cccc(C(=O)O)c2)S(=O)(=O)c2c(C)noc2C)cc1	1%	-3%	60	-1%	7%	-1%	-9%
9	COc1ccc(OC)c(C(=O)c2c(C)oc3cc(Br)c(O)c(CN(C)C)c23)c1	.	-12%	?	.	.	-4%	.
10	COc1ccccc1N1CCN(S(=O)(=O)CCNC(=O)Cc2ccc(Cl)cc2)CC1	2%	-2%	?	.	2%	.	.
11	Cc1cc(C)nc(NS(=O)(=O)c2ccc(NC(=O)c3ccc(N4C(=O)CCC4=O)cc3)cc2)n1	-1%	-9%	23	-2%	2%	24%	-37%
12	COC(=O)CCCn1cc(CN2CC(N3CCN(Cc4cccc(C)c4)CC3)CS2(=O)=O)nn1 (stereo not drawn)	.	0%	4	.	.	0%	.
13	CC1=CC2CC1C1C(=O)N(c3ccc(S(=O)(=O)Nc4nc(C)cc(C)n4)cc3)C(=O)C21 (stereo not drawn)	0%	1%	14	-1%	-12%	13%	-15%
14	COC(=O)c1ccc(NC(=O)CC2C(=O)N(c3cccc(F)c3)C(=O)N2CC(C)C)cc1 (stereo not drawn)	-11%	-5%	-4	.	-3%	.	.
15	CC1CCCC(C)N1CCNC(=O)Nc1ccc(Cl)cc1 (stereo not drawn)	?	-10%	-9	-2%	5%	6%	-31%
16	O=C(N1CCCCC1)C1(c2ccccc2)CCOCC1	?	-1%	-8	0%	0%	6%	-11%
17	COc1cccc2cc(-c3ccnc(N)n3)oc12	1%	-6%	122	-6%	2%	-3%	-40%
18	CC(=O)N[C@@H](C)c1nc2ccccc2n1CCCN1CCN(c2nc(-c3ccc(C)cc3)cs2)CC1	3%	-17%	-68*	3%	2%	-1%	251%[activator]
19	COc1ccc(N2CC(NC(=O)N3CCN(C(=O)c4ccco4)CC3)CC2=O)cc1OC (stereo not drawn)	?	2%	-18	.	-6%	8%	-16%
20	CC1(c2nnc(-c3ccncc3)o2)CC(c2ccc([N+](=O)[O-])cc2)=NO1 (stereo not drawn)	1%	4%	0	3%	35µM*	-10%	53%
21	Cc1ccc(S(=O)(=O)Nc2ccc(N(C)S(=O)(=O)c3ccc(C)cc3)cc2)cc1	4%	7%	4	1%	9%	-16%	-44%
22	O=C1/C(=C/c2cccnc2)Sc2ccccc21	-10%	6%	74	?	6%	-11%	-39%
23	O=C(Nc1ccccc1C(=O)NCc1ccccc1)c1ccco1	?	3%	5	-1%	3%	6%	-27%
24	CC(C)(C)Cc1nc(-c2ccccn2)no1	?	-5%	-18	-9%	-27%	-1%	-10%
25	O=C1c2ccccc2S(=O)(=O)c2cc(N3CCN(C(=O)c4ccccc4)CC3)ccc21	.	5%	-12	.	.	15%	.
26	COc1ccc(N2CC(C(=O)Nc3nnc(SCC(=O)N4CCCC4)s3)CC2=O)cc1 (stereo not drawn)	-10%	0%	33	6%	-23%	?	-23%
27	O=C(/C=C/c1ccccc1[N+](=O)[O-])OCC(=O)N1CCCC1	-13%	3%	11	.	-11%	6%	-15%
28	CS(=O)(=O)NCCn1ccc2ccccc21	6%	-17%	-5	1%[11.5 µM]	-9%	0%	-2%
29	CC[C@]12C(=O)N(C)C[C@H]([C@@H]3C(=O)N(C)C(=O)[C@@H]31)N2C(=O)c1ccccc1	.	4%	-38	.	.	-1%	.
30	COc1ccc(/C=C(\NC(=O)c2ccco2)C(=O)NC(Cc2ccccc2)C(=O)O)cc1 (stereo not drawn)	-12%	-3%	-35	4%	-21%	7%	-7%
31	Cc1cnc(C(=O)Oc2cccc(Cl)c2Cl)cn1	-8%	-3%	59	2%	22µM*	-16%	-9%
32	CCOC(=O)c1c(C)n(CCNC(C)=O)c2ccc(OC)cc12	2%	0%	28	1%	-1%	21%	29%
33	COc1ccc(NC2=CC(c3ccc(F)cc3)N(c3ccc(OC)cc3)C2=O)cc1 (stereo not drawn)	-15%	-3%	-7	4%	-16%	-16%	-35%
34	COc1ccc(C(=O)N2CCN(C(=O)C3COc4ccccc4O3)CC2)cc1 (stereo not drawn)	0%	-3%	-30	1%	-10%	0%	65%[activator]
35	CCN(C(=O)COC(=O)CCS(=O)(=O)c1ccccc1)c1c(N)n(Cc2ccccc2)c(=O)[nH]c1=O	.	0%	-4	.	.	-2%	.
36	Cc1ccc2oc(C(=O)Nc3nc(-c4ccc(F)cc4)ns3)c(C)c2c1	19%	-3%	46	.	4%	.	.
37	CCC1CCC(C(=O)NNC(=O)c2cc(-c3ccco3)[nH]n2)CC1 (stereo not drawn)	1%	10%	26	4%	22µM*	59%[activator]	-34%
38	CCN(CC(=O)Nc1ccc(N2CCOCC2)cc1)C(=O)c1ccc(C#N)cc1	-4%	2%	9	3%	11%	-8%	4%
39	Cc1cccc(NC(=O)CSc2nnc3scc(-c4ccccc4)n23)c1	6%	2%	-17	.	6%	.	.
40	Nc1nc(C(F)(F)F)c(Br)c(=O)n1N	4%	-5%	-25	-2%	-1%	17%	-27%

Eleven of the compounds above, screen by screen.
30: COc1ccc(/C=C(\NC(=O)c2ccco2)C(=O)NC(Cc2ccccc2)C(=O)O)cc1 (stereo not drawn)
31: Cc1cnc(C(=O)Oc2cccc(Cl)c2Cl)cn1
32: CCOC(=O)c1c(C)n(CCNC(C)=O)c2ccc(OC)cc12
33: COc1ccc(NC2=CC(c3ccc(F)cc3)N(c3ccc(OC)cc3)C2=O)cc1 (stereo not drawn)
34: COc1ccc(C(=O)N2CCN(C(=O)C3COc4ccccc4O3)CC2)cc1 (stereo not drawn)
35: CCN(C(=O)COC(=O)CCS(=O)(=O)c1ccccc1)c1c(N)n(Cc2ccccc2)c(=O)[nH]c1=O
36: Cc1ccc2oc(C(=O)Nc3nc(-c4ccc(F)cc4)ns3)c(C)c2c1
37: CCC1CCC(C(=O)NNC(=O)c2cc(-c3ccco3)[nH]n2)CC1 (stereo not drawn)
38: CCN(CC(=O)Nc1ccc(N2CCOCC2)cc1)C(=O)c1ccc(C#N)cc1
39: Cc1cccc(NC(=O)CSc2nnc3scc(-c4ccccc4)n23)c1
Screen / compound no. | 30 | 31 | 32 | 33 | 34 | 35 | 36 | 37 | 38 | 39
AmpC detergent | -12% | -8% | 2% | -15% | 0% | . | 19% | 1% | -4% | 6%
TbPYK inhibitor | -3% | -3% | 0% | -3% | -3% | 0% | -3% | 10% | 2% | 2%
HCMV inh | -35 | 59 | 28 | -7 | -30 | -4 | 46 | 26 | 9 | -17
LmPK inh | 4% | 2% | 1% | 4% | 1% | . | . | 4% | 3% | .
Sm TGR block | -21% | 22µM* | -1% | -16% | -10% | . | 4% | 22µM* | 11% | 6%
AMA1-RON2 inh | 7% | -16% | 21% | -16% | 0% | -2% | . | 59%[activator] | -8% | .
AmpC inh no detg | -7% | -9% | 29% | -35% | 65%[activator] | . | . | -34% | 4% | .

40: Nc1nc(C(F)(F)F)c(Br)c(=O)n1N
Screen / compound no. | 40
AmpC detergent | 4%
TbPYK inhibitor | -5%
HCMV inh | -25
LmPK inh | -2%
Sm TGR block | -1%
AMA1-RON2 inh | 17%
AmpC inh no detg | -27%

Following part:
entry	Compound	AmpC detergent	TbPYK inhibitor	HCMV inh	LmPK inh	Sm TGR block	AMA1-RON2 inh	AmpC inh no detg
41	Cn1nccc1C(=O)N1CCC2(CC1)OCCO2	-2%	0%	4	-5%	2%	5%	-18%
42	Clc1ccccc1CNc1nc2ccccc2n2cnnc12	1%	-4%	0	2%	-23%	10%	-18%
43	COc1cc(OC)cc(C(=O)NNC(=O)CN2C(=O)NC(C)(c3ccc(C)cc3)C2=O)c1 (stereo not drawn)	?	3%	-18	.	6%	113%[activator]	?
44	CC(C)c1cccc(C2=CC(=O)C[C@H](c3ccc4c(c3)OCO4)C2)c1	13%	-6%	-16	.	-1%	-26%	-38%
45	CC(=O)c1cccc(-c2ccnc3c2CC(C(=O)Nc2ccc(F)c(Cl)c2)O3)c1 (stereo not drawn)	.	-3%	-37	.	.	-6%	.
46	Cc1ccccc1OCC(=O)N1CCC(c2nc3ccccc3s2)CC1	3%	-2%	2	.	-2%	.	.
47	CCOC(=O)c1c(C)[nH]c(C)c1S(=O)(=O)NCC(=O)N1CCN(c2cccc(C)c2)C(C)C1 (stereo not drawn)	-2%	3%	-20	.	-10%	.	.
48	COCCNC(=O)C1=C(N)C(C(=O)Nc2ccc(C)c(S(=O)(=O)N3CCCCC3)c2)SC1=Nc1ccc(C)cc1C (stereo not drawn)	-1%	-11%	.	3%	4%	43%[activator]	58%
49	Cc1cc(NC(=O)C(C)SCC(=O)N(C)CC(=O)Nc2ccccc2C(F)(F)F)no1 (stereo not drawn)	-12%	0%	14	.	1%	16%	0%

Screens: PubChem, National Center for Advancing Translational Sciences (NCATS)
